Screens (PubChem)
IkB signaling = inhibitors of IkB signaling in ABC-DLBCL cells. ABC-DLBCL IkBa-CBG/CBR dual luciferase ratio, 4 h; response scale: scaled: untreated 0%, proteasome inhibitor 100%. Potency, µM (top dose mostly 57.1 µM), inactives show at the top dose IkBa stabilization activation. 110,000 tested, 0.04% active. AID 445; active means well fitted curve in the direction sought with a large enough effect in the signal ratio, not every such curve was filed as active; inconclusive means small, poorly fitted or top-dose-only effect, or a change in a side signal; the % refers to the signal ratio;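 further: the direction sought is a rising ratio; 0% = basal untreated cells and 100% = reference inhibitor full response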
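Curves were fitted separately to fusion (green), unfused (red) and ratio luminescence, then classed by r2, magnitude and activity. Cells: OCI-Ly3, 4 h compound plus doxycycline at 37C; 10 uM MG-132 defined full response.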
p53ts 39C tox = kills p53ts cells at the nonpermissive temperature | H1299-p53A138V viability at 39C, ATP luminescence, 24 h | Potency, µM (doses to about 46.1 µM), inactives show top-dose activity change, negative = cell killing, actives largely listed as cytotoxic | 130,000 tested, 1.5% active; further: nearly all actives have a fitted effect of over 55% in size
Imprint erasure = genomic imprint erasure induction; 110,000 tested, 0.02% active; mouse ES Peg3-LacZ reporter, beta-gal luminescence, 40 h; Potency, µM (highest dose often 60.7 µM), without a hit: at the top dose activity change, positive = activation, actives largely listed as activators;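 further: 0% = negative control wells on the plate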
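Readout: BetaGlo luminescence (5 min, room temp) for LacZ from the normally silent maternal Peg3 allele in female Peg3LacZ-Neo ES cells. Cells 300/well, 40 h, 37C, 5% CO2. Data normalized per plate to negative controls.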
p53ts 32C tox = cytotoxicity in p53ts cells at permissive temperature | Potency, µM (titrated, usually from 46.1 µM), for the others: top-dose activity change, negative = cytotoxicity, most hits filed as cytotoxic | AID 924 | H1299-p53A138V at 32C, ATP luminescence viability, 24 h | 130,000 tested, 0.93% active;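 further: 0% = DMSO and -100% = full killing by reference compound; nearly all actives have a fitted effect of over 55% in size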
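Cells: H1299 p53ts (A138V), 600/well, pre-incubated 16–30 h at 37C. Cpd up to 46 uM, 24 h, 32C. Readout: ATPlite luminescence, 20 min RT. Normalization: DMSO vs tamoxifen 100 uM. AC50 by Hill equation.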
Starred values were filed as active, the others as inactive; ? = inconclusive; / = no result given; & = joins results of further samples; [ ] = another dose, or the depositor's remark. Unless noted, the call rests on the fitted dose curve; in most records, active means well fitted curve in the direction sought with a large enough effect; inconclusive means small, poorly fitted or top-dose-only effect, or another doubt; inactive means no such curve, though single readings can be large; an effect the other way counts as inactive or inconclusive. Unless noted, on the % scale 0 is the no-effect control and ±100 the full control effect; potency means the concentration at half of the fitted maximal effect.

Preview:
Order of values – p53ts 39C tox	IkB signaling	Imprint erasure	p53ts 32C tox
[1] O=C1[C@@H]2[C@H]3[C@H](O)[C@H](O)C/C(=N/OCc4ccccc4)[C@@H]3CC[C@H]2C(=O)N1c1ccc(F)cc1F
 : 9.6%[9.22 µM]	/	/	-0.8%[9.22 µM]
[2] Cc1ccc(Cl)cc1N1CCN(CCNC(=O)Nc2ccc(Cl)cc2)CC1
 : ?	-1.7%	-8.8%[10.9 µM]	?

This part in full (from the top)
Order of values – p53ts 39C tox	IkB signaling	Imprint erasure	p53ts 32C tox
[1] O=C1[C@@H]2[C@H]3[C@H](O)[C@H](O)C/C(=N/OCc4ccccc4)[C@@H]3CC[C@H]2C(=O)N1c1ccc(F)cc1F
 : 9.6%[9.22 µM]	/	/	-0.8%[9.22 µM]
[2] Cc1ccc(Cl)cc1N1CCN(CCNC(=O)Nc2ccc(Cl)cc2)CC1
 : ?	-1.7%	-8.8%[10.9 µM]	?
[3] N=C(N)SCCc1ccccn1
 : 4.9%&-2.8%[9.22 µM]	-0.3%&-0.4%[11.4 µM]	?	8.7%&-2.8%[9.22 µM]
[4] COc1ccc(S(=O)(=O)N2CCCC(C(=O)Nc3ccc4c(c3)OCCO4)C2)cc1 (stereo unspecified)
 : -1.6%	/	/	5.2%
[5] O=C(Nc1ccc2nc(SCCOc3ccccc3)sc2c1)c1ccco1
 : -9.6%	1.5%	-16.3%[10.9 µM]	-18.0%
[6] O=C(COCCOCC(=O)N(c1ccccn1)C1CCCCC1)N(c1ccccn1)C1CCCCC1
 : 2.5%	0.7%	-10.4%	13.8%
[7] O=C1C(C=Nc2ccccc2O)=C(O)c2ccccc21
 : ?	?	-75.3%[inhibitor]	10µM*
[8] Nc1ccn([C@H]2C[C@H](O)[C@@H](CO)O2)c(=O)n1
 : -6.6%	/	-1.5%	-6.4%
[9] O=C(NC1CCCC1)C1CC(c2ccc(F)cc2)=NO1 (stereo unspecified)
 : -15.6%	-1.6%	-6.6%	17.2%
[10] Cc1nc(-c2ccccc2)nc2[nH]c(=O)n(-c3ccccc3)c(=O)c12
 : 6.5%	-3.1%	-8.4%	0.2%
[11] O=C(NCn1ccc(=O)[nH]c1=S)c1ccccc1
 : -12.7%	0.0%	-4.6%	2.1%
[12] CSCCC(NC(=O)c1ccco1)C(=O)OC(C)C(=O)NC(=O)NC1CCCCC1 (stereo unspecified)
 : -4.0%	-0.5%	-6.8%	-0.6%
[13] COc1cccc(C2NC(=O)NC(C)=C2C(=O)OCCSC)c1OC (stereo unspecified)
 : -3.8%	/	/	1.2%
[14] Oc1ccc(OCc2ccccc2)cc1
 : -17.6%[20.6 µM]	-9.5%[25.6 µM]	-49.6%[inhibitor][16.8 µM]	-10.7%[20.6 µM]
[15] CC1CC(C)CN(CCCNC(=O)C2CCC(=O)N2C2CCCC2)C1 (stereo unspecified)
 : 9.8%	-0.1%	-2.4%	-12.7%
[16] COC(=O)c1cc2sccc2n1Cc1nc(-c2ccc(Cl)cc2)oc1C
 : -12.5%	?	-10.1%[10.9 µM]	8.1%
[17] C=CCc1c(C)nc(SCC(=C)C)[nH]c1=O
 : 19.4%	0.6%	-3.8%	6.3%
[18] COCCNC(=O)CN1CCC(n2c(C)nc3cc(C(F)(F)F)ccc32)CC1
 : 0.0%	-0.4%	-4.8%	3.2%
[19] Cc1ccc(S(=O)(=O)Nc2cc3c(cc2N2CCOCC2)n(C)c(=O)n3C)cc1
 : -12.3%	0.5%	-7.5%[10.9 µM]	3.8%
[20] Cc1cc(NC(=O)c2cnc3c(-c4ccccc4)c(C)nn3c2C)ccc1Br
 : -4.6%	?	25.3%[10.9 µM]	4.2%
[21] CCOc1ccc(-c2cc3c(=O)n(Cc4nc(-c5ccc(OC)cc5OC)oc4C)ccn3n2)cc1Cl
 : 0.1%	-0.4%	-3.9%[10.9 µM]	1.4%
[22] CC(C)CCn1c(N2CCOCC2)nc2c1c(=O)n(CC(N)=O)c(=O)n2C
 : -5.8%	-0.8%	2.7%	5.8%
[23] O=C1c2ccccc2-c2c1nc1c([n+]2[O-])CCCC1
 : 4.4%	-1.1%	0.8%	1.9%
[24] O=C(Nc1sccc1C(=O)NCc1ccco1)c1cccnc1
 : 2.9%	0.5%	-19.9%	10.8%
[25] CCOC(=O)N1CCC(NC(=O)c2cccn3c(=O)c4cc(Br)ccc4nc23)CC1
 : 21.2%	1.9%	-6.2%	9.4%
[26] O=C1OC(N2CCN(Cc3ccccc3)CC2)c2ccccc21 (stereo unspecified)
 : -8.7%	0.7%	-41.8%[inhibitor]	1.8%
[27] N#Cc1c[nH]n2c(NC3CCCCC3)c(-c3ccccc3F)nc12
 : -20.3%	0.5%	-4.4%[10.9 µM]	4.4%
[28] OCCCSCCO
 : 1.0%[9.22 µM]	0.5%[11.4 µM]	-4.0%[10.9 µM]	2.2%[9.22 µM]
[29] CCOC(=O)C1CCCN(C(=O)CN2C(=O)c3ccccc3C2=O)C1 (stereo unspecified)
 : 10.2%	-0.9%	-1.7%	-8.2%
[30] Cc1nn(C)c(C)c1S(=O)(=O)N1CCC(C(=O)NC2CCCCC2)CC1
 : 5.0%	0.8%	-0.9%	7.2%

Additional entries follow.
Order of values – p53ts 39C tox	IkB signaling	Imprint erasure	p53ts 32C tox
[31] Cc1cc(C)n(-c2ccc(C(=O)Nc3ccccn3)cc2)n1
 : 10µM*	?	-66.5%[inhibitor]	12.6µM*
[32] CCOc1ccccc1OCCCC(=O)NC1=NCCS1
 : 1.8%	-0.3%	1.8%	14.2%
[33] COc1ccccc1CNC(=O)c1cc(S(=O)(=O)N2CCCCCC2)cn1C
 : -8.1%	0.9%	-10.0%[10.9 µM]	-0.4%
[34] CC(=O)N(C)c1ccc(NC(=O)c2ccco2)cc1
 : ?	3.9%	-33.8%[inhibitor]	?
[35] CS(=O)(=O)NCCC1=CCCCC1
 : 1.5%	0.7%	4.9%	0.9%
[36] Cc1cccc(NC(=O)CSc2c(C)cnc3c2c(=O)n(C)c(=O)n3C)c1C
 : -8.7%	0.2%	19.4%[10.9 µM]	0.1%
[37] NC1=N[C@H](c2ccc(Cl)cc2)N(c2ccc(S(N)(=O)=O)cc2)C(N)=N1
 : 3.9%[9.22 µM]	0.3%[11.4 µM]	-8.8%[10.9 µM]	3.1%[9.22 µM]
[38] O=C(NCC1COc2ccccc2O1)C1C2C=CC3(CN(Cc4ccccc4Cl)C(=O)C13)O2 (stereo unspecified)
 : 6.4%	-1.0%	-8.3%	-4.6%
[39] O=C(NCc1ccccc1)c1cc(-c2cccc(O)c2)on1
 : 3.2%	7.3%	-27.9%	-0.7%
[40] CCOc1ccc(C2C=C(c3ccccc3)Nc3nnnn32)cc1 (stereo unspecified)
 : 4.3%	-4.8%	8.4%	-1.8%
[41] CCCC(c1nnnn1CCOC)N1CCN(Cc2ccccc2)CC1 (stereo unspecified)
 : 9.5%	/	/	7.7%
[42] O=C(O)[C@@H]1[C@@H]2C[C@@H]3[C@@H](OC(=O)[C@@H]31)[C@H]2Br
 : 1.7%[9.22 µM]	0.4%[11.4 µM]	5.6%[10.9 µM]	-6.2%[9.22 µM]
[43] O=C(c1cccc(F)c1)N1CCC2(CCCN(Cc3ccncc3)C2)CC1
 : 1.5%	1.1%[11.4 µM]	/	16.1%
[44] COc1ccc(-c2nc(S(=O)(=O)c3ccccc3)c(N3CCCCC3)o2)cc1
 : 12.8%	?	-15.8%[10.9 µM]	-0.9%
[45] Cc1ccc2cc3cc(C(=O)N4CCN(C(=O)c5ccco5)CC4)sc3nc2c1
 : -9.0%	3.4%	-34.8%[inhibitor]	-14.8%
[46] Cc1ccccc1CSc1ncc(CO)n1Cc1ccc(F)cc1
 : 4.8%	?	-9.6%[10.9 µM]	-3.2%
[47] CC(=O)Nc1ccc(N2CCN(Cc3ccccc3F)CC2)cc1
 : -3.7%	1.5%	-6.0%	-7.1%
[48] CCCCc1nnc(NC(=O)C=C(C)C)s1
 : 9.4%	0.1%	3.4%	10.0%
[49] O=C(NCc1cccc(F)c1)c1cccc(NC(=O)c2nsc3ccccc23)c1
 : -24.8%	?	4.6%[10.9 µM]	?
[50] COc1cccc(CNC(=O)CN2N=C(c3ccc(C)cc3)CCC2=O)c1
 : -14.5%	1.3%	8.8%[10.9 µM]	10.0%
[51] Oc1ccc2[nH]ccc2c1
 : 13.7%	4.2%	0.4%	2.2%
[52] CCOC(=O)CCn1nc(-c2ccc(Cl)cc2)cc1N
 : -19.3%	-1.3%	-23.1%	2.2%
[53] Cc1cc(C)nc(SCC(=O)N/N=C/c2cccc([N+](=O)[O-])c2)n1
 : 10.3%	/	/	24.6%
[54] Cc1cc(NC(=O)c2ccc(S(=O)(=O)N3CCOCC3)cc2)nc2c1c(=O)oc1ccccc12
 : 3.2%	4.8%	2.0%	-1.9%
[55] O=C(Cn1ncc2ccccc21)N1CCc2ccccc21
 : 4.2%	-2.1%	4.1%	-5.3%
[56] Cc1cccc(C(=O)NC2CC(C)(C)NC(C)(C)C2)c1
 : 7.3%	-1.1%	-13.3%	-5.0%
[57] Cc1cc(C)cc(NC(=O)CSc2oc(-c3cccs3)nc2S(=O)(=O)c2ccccc2)c1
 : 30.8%[activator]	7.4%	-11.1%[10.9 µM]	19.3%
[58] O=C(c1ccc(Cn2c(=O)[nH]c3ccccc3c2=O)cc1)N1CCN(c2ccc(Cl)cc2)CC1
 : -18.8%	?	-9.8%	14.7%
[59] CC(=O)Nc1ccc(OC(=O)c2cccnc2)cc1
 : -6.5%	-1.1%	-12.8%	-4.6%
[60] CC(C)=CC1C(CO)C1(C)C (stereo unspecified)
 : 11.1%	/	23.0%	4.2%

Further structures.
Order of values – p53ts 39C tox	IkB signaling	Imprint erasure	p53ts 32C tox
[61] CN1CCCC[C@@H]1CCN1CCCCC1
 : 5.6%[9.22 µM]	-0.3%[11.4 µM]	-7.8%[10.9 µM]	-4.2%[9.22 µM]
[62] Cc1cn(C)c(CC(=O)Nc2cccc(C#N)c2)c1C(=O)O
 : -21.7%	0.2%	-4.9%[10.9 µM]	2.2%
[63] CCC1CCCCN1S(=O)(=O)c1cc2c3c(c1)CC(=O)N3CCC2 (stereo unspecified)
 : -10.1%	?	17.5%[10.9 µM]	-1.9%
[64] CC(C)CCNC(=O)CN1N=C(c2ccc(Cl)cc2)CCC1=O
 : -14.1%	-1.8%	-8.0%[10.9 µM]	-8.6%
[65] COc1ccc(COC(=O)N/N=C2/C[C@@H](O)[C@@H](O)[C@@H]3[C@@H]4C(=O)N(Cc5ccc6c(c5)OCO6)C(=O)[C@H]4CC[C@H]23)cc1
 : 2.7%[9.22 µM]	/	/	6.6%[9.22 µM]
[66] COc1ccc(CNc2cc(-c3cccc(NS(C)(=O)=O)c3)ncn2)c(OC)c1
 : -8.8%	3.0%[11.4 µM]	-0.8%	0.1%
[67] CC(/C=C/c1ccccc1)NC(N)=O (stereo unspecified)
 : -2.5%	-0.1%	3.5%	-8.8%
[68] CN1/C(=C\C(=O)c2cccs2)Sc2ccccc21
 : 10µM*	?	-86.2%[inhibitor]	10µM*

6 entries out of the list, sorted by formula weight, high to low.
Order of values – p53ts 39C tox	IkB signaling	Imprint erasure	p53ts 32C tox
[65] COc1ccc(COC(=O)N/N=C2/C[C@@H](O)[C@@H](O)[C@@H]3[C@@H]4C(=O)N(Cc5ccc6c(c5)OCO6)C(=O)[C@H]4CC[C@H]23)cc1
 : 2.7%[9.22 µM]	/	/	6.6%[9.22 µM]
[63] CCC1CCCCN1S(=O)(=O)c1cc2c3c(c1)CC(=O)N3CCC2 (stereo unspecified)
 : -10.1%	?	17.5%[10.9 µM]	-1.9%
[64] CC(C)CCNC(=O)CN1N=C(c2ccc(Cl)cc2)CCC1=O
 : -14.1%	-1.8%	-8.0%[10.9 µM]	-8.6%
[68] CN1/C(=C\C(=O)c2cccs2)Sc2ccccc21
 : 10µM*	?	-86.2%[inhibitor]	10µM*
[67] CC(/C=C/c1ccccc1)NC(N)=O (stereo unspecified)
 : -2.5%	-0.1%	3.5%	-8.8%
[60] CC(C)=CC1C(CO)C1(C)C (stereo unspecified)
 : 11.1%	/	23.0%	4.2%
